BL2 CD40 inh – inhibitors of CD40-induced NF-kB signaling, primary screen, BL2 cells, luciferase reporter, single point; inhibition, % at 10 µM; AID 1053188, 2014; 83,000 tested, 0.94% active; CD40L-induced, 4 h;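 active means mean inhibition of at least 50% with a set share of replicates also reaching that level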;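 further: 0% = neutral control wells and 100% = IKK inhibitor VII at 50 µM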
Active calls of the source: *; & = joins results of further samples; [ ] = dose if it differs, or a comment.

SMILES,BL2 CD40 inh
O=C(NCc1cccnc1)c1cccn1-c1ncc(C(F)(F)F)cc1Cl,3.8
CC(=O)N(C)C[C@H]1Oc2c(NC(=O)NC(C)C)cccc2C(=O)N(C)C[C@@H]1C,-1.9
CC(NC(=O)COC(=O)C1CSC2(C)CCC(=O)N12)C12CC3CC(CC(C3)C1)C2 (stereo unspecified),18.6
CC(=O)N1CCN(C(=O)c2cccc(S(=O)(=O)N3c4ccccc4CC3C)c2)CC1 (stereo unspecified),5.8
Oc1ccc(-c2nnc(-c3ccc(O)cc3)nn2)cc1,-22.0
CN(CC(=O)NC1CCCc2ccccc21)C1CCCCC1 (stereo unspecified),17.7
COCCNC(=O)C[C@@H]1CC[C@@H]2[C@H](COC[C@H](O)CN2Cc2ccc(Cl)c(Cl)c2)O1,3.8[25 µM]
O=c1cc(-c2ccccc2)oc2ccc(Cl)cc12,-81.1
O=C(c1cc2nc(-c3ccccc3)cc(C(F)(F)F)n2n1)N1CCCC1,1.0
CC(C)CC(NC(N)=O)C(=O)NCCc1ccc(Cl)cc1Cl (stereo unspecified),4.0
COc1ccc(S(=O)(=O)Cc2ccc(C(=O)NCc3cccnc3)o2)cc1,3.2
CCCC#Cc1ccc([C@@H]2[C@@H](CO)N(C(=O)C3CCCCC3)[C@H]2C#N)cc1,5.7[25 µM]
O=C(Nc1ccc2c(c1)OCO2)N[C@@H]1CC[C@H](CCNC(=O)C2CCCC2)O[C@@H]1CO,-7.9
CCc1c(C(=O)Nc2ncn(Cc3cccc(C)c3)n2)csc1C,-2.4
O=C(CCS(=O)(=O)c1ccccc1)N(CCCN1CCOCC1)c1nc2ccc(F)cc2s1,72.2*
CN1CCN(S(=O)(=O)c2ccc(N3CCc4ccccc4C3)nc2)CC1,-9.7
CC(C)NS(=O)(=O)c1ccc(NC(=O)C(C)OC(=O)CCC2CCCC2)cc1 (stereo unspecified),8.6
O=C(CCc1nc(-c2ccccc2)no1)Nc1cccc(C(=O)NC2CC2)c1,-18.0
COc1ccc2c3c([nH]c2c1)[C@@H](CO)N(C(=O)NC(C)C)CC31CN(Cc2ccc(F)cc2)C1,35.1[25 µM]
O=S(=O)(Nc1ccc2cn[nH]c2c1)c1cc(Br)ccc1Br,9.0
COc1cccc(NC(=O)N(C)C[C@H]2Oc3ncc(/C=C/c4ccccc4)cc3C(=O)N([C@H](C)CO)C[C@H]2C)c1,1.5[25 µM]
O=C(CCN1CCc2ccccc2C1)Nc1ccccc1,1.8
C[C@H](CO)N1C[C@H](C)[C@@H](CN(C)CC2CCCCC2)OCCCC[C@H](C)Oc2ccc(NC(=O)Nc3ccc(C(F)(F)F)cc3)cc2C1=O,24.4
Nn1c(Cc2ccccc2)nnc1Cc1ccccc1,-2.4
O=C(NCCc1ccncc1)[C@@H]1[C@@H](CO)[C@@H]2Cn3c(ccc(-c4ccccc4)c3=O)[C@@H]2N1C(=O)C1CC1,4.3[25 µM]
COc1ccccc1NS(=O)(=O)c1cc(NC(=O)CCC2CCCC2)ccc1N1CCOCC1,5.0
O=C(Nc1ccc(F)c([N+](=O)[O-])c1)c1ccc2c(c1)OCCO2,-62.1
C/C(=N\OCC(=O)Nn1c(=O)[nH]c2ccccc2c1=O)c1cccs1,-2.1
O=C(Nc1ccc2nc(-c3ccco3)[nH]c2c1)c1ccco1,-59.9
O=S(=O)(c1ccccc1)N1CCCC1c1nc2ccccc2s1 (stereo unspecified),12.1
CCCC(C)C(=O)Nc1ccc(Cl)cc1Cl (stereo unspecified),-0.9
O=C(C[C@@H]1CC[C@@H]2[C@H](COC[C@@H](O)CN2C(=O)c2ccccc2F)O1)NCc1ccc(Cl)c(Cl)c1,2.3[25 µM]
O=C(NCc1ccccc1)C(=O)NCC1CCCN1S(=O)(=O)c1cccs1 (stereo unspecified),1.1
COC(=O)C1CSC(C(=O)OC)N1C(=O)CN1CCN(c2ccc(OC)cc2)CC1 (stereo unspecified),4.8
O=C(CCN1CCOCC1)NNC(=O)c1ccc([N+](=O)[O-])cc1[N+](=O)[O-],-11.8
CC1(C)Cc2cccc(OCC(O)CN3CCN(c4ccccn4)CC3)c2O1 (stereo unspecified),2.1
COc1ccccc1CN1[C@@H]2Cn3c(cccc3=O)[C@H]1[C@@H](C(=O)N1CCc3ccccc3C1)[C@@H]2CO,1.5[25 µM]
O=C(Cn1c(=O)oc2ccccc21)c1ccccc1,-3.6
COc1ccccc1C=NNC(=O)C(=O)NN=Cc1ccccc1OC,1.6
COC(=O)C1(C)CCCC2(C)C3CCC(C(C)C)C(CO)C3C(CO)CC12 (stereo unspecified),13.4
COc1ccc(CN2CCN(C)CC2)cc1OCc1ccccc1,2.1
O=C(CSCc1ccccc1Cl)NCCSc1ccccn1,-10.9
O=C(Cc1cccs1)Nn1c(Cc2cccs2)nc2ccccc2c1=O,-7.4
c1ccc(CC2CCN(Cc3nc(-c4ccccc4)no3)CC2)cc1,-4.8
CCC(=O)N1CCC(C)(C(=O)Nc2nccc3ccccc23)C1 (stereo unspecified),-3.1
Cc1ccc(NC(=O)c2ccn(C(=O)Nc3ccccc3)n2)c(C)c1,8.9
O=C(c1ccco1)n1nc(-c2ccccc2)nc1SCc1ccccc1,-35.3
O=C1NC(=Nc2ccccc2)CS1,-4.5
CCCCn1c(N)c(N(CC(C)C)C(=O)CN2C(=O)C3CCCCC3C2=O)c(=O)[nH]c1=O (stereo unspecified),-1.7
COc1ccc2c3c(ccc2c1)C(=O)/C(=C/O)CC3,-9.5
O=C(NC1CCCCC1)N1CCCC(CNS(=O)(=O)Cc2ccccc2)C1 (stereo unspecified),-8.0
Cc1ccc(C)c(N2C(=O)c3ccc(C(=O)Nc4ccccn4)cc3C2=O)c1,-13.5
O=C(COC(=O)c1ccc(Br)o1)NCCCc1ccccc1,10.9
CN(CC(=O)O)S(=O)(=O)/C=C/c1ccccc1,3.2
C[C@@H]1CN([C@H](C)CO)C(=O)CCCn2cc(nn2)CO[C@H]1CN(C)Cc1ccc(O)cc1,0.4
O=C(C[C@H]1CC[C@H]2NC[C@H](O)COC[C@@H]2O1)NCCN1CCCCC1,-8.4[25 µM]
COc1ccc(S(=O)(=O)N2CCCC2)c2ccccc12,7.6
C[C@@H](O)C#Cc1ccc([C@H]2[C@@H](CO)N3CCCCN(CC4CC4)C[C@@H]23)cc1,6.2[25 µM]
CN(C(=O)CN1C(=O)c2ccc([N+](=O)[O-])cc2C1=O)C1CCCCC1,2.3
O=C1CC(=O)Nc2cc(S(=O)(=O)N3CCN(c4cccc(C(F)(F)F)c4)CC3)ccc2N1,3.1

3 successive compounds out of the list so far, quoted:
SMILES,BL2 CD40 inh
CCCC(C)C(=O)Nc1ccc(Cl)cc1Cl (stereo unspecified),-0.9
O=C(C[C@@H]1CC[C@@H]2[C@H](COC[C@@H](O)CN2C(=O)c2ccccc2F)O1)NCc1ccc(Cl)c(Cl)c1,2.3[25 µM]
O=C(NCc1ccccc1)C(=O)NCC1CCCN1S(=O)(=O)c1cccs1 (stereo unspecified),1.1

(further entries)
SMILES,BL2 CD40 inh
COc1ccccc1C(=O)N/N=C/c1ccc2c(c1)OCO2,-92.2
CN(CC(=O)NCc1ccncc1)S(=O)(=O)c1ccc(Cl)cc1,30.1
O=S(=O)(c1ccccc1)N1C[C@@H]2N[C@H](C1)C2c1ccc(-c2ccccc2)cc1 (stereo partly specified),3.5&-13.5
OCC(O)CNC(=S)NC1CCCCC1 (stereo unspecified),-4.3
N/C(=N\N=C\c1ccc(Br)o1)c1nonc1N,-101.8
CS(=O)(=O)N(CC(=O)NC1CCCCC1)c1cccc(F)c1,4.8
O=C1NCCOCc2cnnn2CC[C@H]1Cc1ccc(F)cc1,-4.1[25 µM]
COc1ccc(C(=O)N2CCCC(C)(C(=O)NS(=O)(=O)C3CC3)C2)cc1 (stereo unspecified),-1.2
COc1cccc(NC(=O)Nc2ccc3c(c2)C(=O)N(C)C[C@H](OC)[C@H](C)CN(CC2CC2)[C@@H](C)CO3)c1,-6.4[25 µM]
O=C(Nc1ccc(S(=O)(=O)NCC2CCCO2)cc1)C1CC(=O)N(c2ccccc2)C1 (stereo unspecified),-2.6
COc1ccccc1S(=O)(=O)N[C@H]1CC[C@@H](CCn2cc(C3CCCC3)nn2)O[C@@H]1CO,-17.6
Cc1ccccc1S(=O)(=O)N(C)C[C@H]1OCc2ccccc2-c2ccccc2C(=O)N([C@H](C)CO)C[C@H]1C,-1.7
COc1cc(C(=O)NCC(=O)OCc2cc(=O)oc3c(C)c(C)ccc23)cc(OC)c1OC,4.8
C[n+]1ccc(CC2C(=[N+]([O-])[O-])C=Nc3ncnn32)cc1 (stereo unspecified),10.8
CO[C@@H]1CC[C@H]2CCOc3ccc(C#N)cc3C(=O)N(C)C[C@H](c3ccccc3)CC(=O)N(C)C[C@@H]1O2,5.0[25 µM]
C[C@H](CO)N1C[C@H](C)[C@H](CN(C)S(=O)(=O)c2ccc(-n3cccn3)cc2)OCc2cn(nn2)CCCC1=O,3.7[25 µM]
COc1cccc(NC(=O)CCc2nc(-c3cccs3)no2)c1,11.7
COc1ccc(C(C(=O)NC2CCCC2)N(Cc2cccs2)C(=O)c2ccn[nH]2)cc1OC (stereo unspecified),-0.5
C[C@@H]1CCCCO[C@@H](CN(C)Cc2ccncc2)[C@H](C)CN([C@@H](C)CO)C(=O)c2cc(NS(=O)(=O)c3ccc(Cl)cc3)ccc2O1,-8.3[25 µM]
O=C(CN1CCCC1)NC(=O)NC1CCCC1,1.2
O=C(CC1CC1)N1CC[C@@H]2[C@@H](CO)Nc3ccc(-c4ccc(F)cc4)cc3[C@@H]21,-10.5[25 µM]
CC(C)C#Cc1ccc([C@@H]2[C@H]3CN(C(=O)NC4CCCC4)CC(=O)N3[C@H]2CO)cc1,8.0[25 µM]
CCOC(=O)C1CCN(C(=O)Cc2cccc3ccccc23)CC1,2.7
CCCCn1c(N)c(N(CCC(C)C)C(=O)c2cccc(-n3cnnn3)c2)c(=O)[nH]c1=O,10.7
CC(C)c1cc(C(=O)NC2CCCCC2)no1,-70.6
COc1ccc(CNC(=O)c2ccc(-c3ccccc3)cc2)cc1OC,4.7
COc1ccc(-c2cc(C(F)(F)F)n3nc(C(=O)O)nc3n2)cc1,13.3
C[C@H](CO)N1C[C@H](C)[C@@H](CN(C)C(=O)C2CCCCC2)OCc2cn(nn2)CCCC1=O,-0.1
C[C@H](CO)N1C[C@H](C)[C@@H](CN(C)Cc2ccc3c(c2)OCO3)Oc2ccc(NC(=O)C3CCCCC3)cc2C1=O,-5.4[25 µM]
O=C(Nc1ccccc1)c1ccc(C(=O)Nc2ccccc2)nc1,-26.9
C/C=C/c1ccc([C@H]2[C@@H](CO)N(C(=O)CC)[C@@H]2CNCC2CCCCC2)cc1,2.5[25 µM]
COc1cccc(C(=O)NNS(=O)(=O)c2ccccc2)c1,-3.4
Cn1nc(C(F)(F)F)c2cc(C(=O)NC3CC3)sc21,11.3
CN(CC(=O)Nc1ccc(F)cc1)C(=O)c1cc(-c2ccco2)nc2ccccc12,7.4
CN(Cc1cccnc1)Cc1cn(C)nc1-c1ccc(Oc2ccccc2)cc1,8.6
COc1ccc2c(C)cc(=O)[nH]c2c1,6.7
Cc1onc(-c2ccccc2)c1C(=O)Nc1cccc2nsnc12,6.4
Cc1c(C=NNc2ccccc2)[nH]c(=O)[nH]c1=O,-9.5
Brc1ccc2cccnc2c1,2.8
O=C(NCc1cccnc1)c1nc(-c2cccs2)no1,-12.4
CC(C)N1CCN(Cc2cc(F)ccc2-n2cccn2)CC1CCO (stereo unspecified),5.0
CCCNC(=O)[C@H]1[C@H](CO)[C@H]2Cn3c(cccc3=O)[C@H]2N1Cc1cccc(F)c1,1.2[25 µM]
CCCC(=O)Nc1nc(C)c(C(C)=O)s1,10.1
O=C(C1CC1)N1CC[C@@H]2[C@@H](CO)Nc3ccc(C#Cc4ccc(F)cc4)cc3[C@@H]21,1.5
O=C1NC(c2ccc3c(c2)OCO3)Nc2ccccc21 (stereo unspecified),-52.8
O=C(CN1CCN(c2ncccn2)CC1)N1CCc2ccccc21,-2.8
Cc1ccc(S(=O)(=O)N[C@@H]2CC[C@@H](CCNC(=O)C3CCCC3)O[C@@H]2CO)cc1,-5.8
Cc1nc(SCC(=O)NCC2COc3ccccc3O2)c2c(C)c(C)sc2n1 (stereo unspecified),4.6
CCS(=O)(=O)Nc1ccc2c(c1)C(=O)N(C)C[C@@H](OC)[C@H](C)CN(CC1CCCCC1)[C@@H](C)CO2,-2.4[25 µM]
Cc1noc(C)c1C(=O)Nc1nc(C23CC4CC(CC(C4)C2)C3)cs1,3.2
C[C@H]1CCCCO[C@@H](CN(C)C(=O)Nc2ccccc2)[C@@H](C)CN([C@@H](C)CO)C(=O)c2cc(NC(=O)Nc3ccc4c(c3)OCO4)ccc2O1,-19.7
COCC(C)N1CCC(n2nccc2NC(=O)CCCc2ccccc2)CC1 (stereo unspecified),1.3
O=C(c1ccccn1)N1C[C@@H]2[C@H](c3ccccc31)[C@@H](CO)N2C(=O)C1CCCC1,-26.0
CO[C@@H](CN(C)C(=O)c1ccccc1F)[C@@H](C)CN([C@@H](C)CO)S(=O)(=O)c1ccc(F)cc1,-7.4[25 µM]
CC(C)NC(=O)N1CCCCN2[C@@H](CO)[C@@H](c3ccc(Br)cc3)[C@@H]2C1,-1.8[25 µM]
NS(=O)(=O)c1ccc(CNC(=O)/C=C/c2ccccc2[N+](=O)[O-])cc1,6.8
O=C(NCc1ccncc1)c1ccc(S(=O)(=O)Nc2ccccc2)cc1,6.8

Exported as labelled records: part of the list above
CCS(=O)(=O)Nc1ccc2c(c1)C(=O)N(C)C[C@@H](OC)[C@H](C)CN(CC1CCCCC1)[C@@H](C)CO2
  BL2 CD40 inh: -2.4[25 µM]

Cc1noc(C)c1C(=O)Nc1nc(C23CC4CC(CC(C4)C2)C3)cs1
  BL2 CD40 inh: 3.2

A portion of the library; count on the stated rates, not on these rows.
